Compound activity from PubChem.
CHRM1 PAM = potentiates human M1 receptor response to acetylcholine. CHO-K1 hM1, Fluo-8 calcium fluorescence, ACh EC20; 0% = ACh EC20, 100% = maximal ACh. activation, % at 3 µM. actives 0.088% (n = 360,000); in the data active means activation above about 19%, passing the limit was not always enough
V1aR counter = activates human V1a receptor in oxytocin agonist counter-screen | AID 2797 | activation, % at 3 µM | P37288 | actives 0.25% (n = 320,000) | CHO-V1R cells, Fluo-8 calcium fluorescence, agonist mode; 0% DMSO, 100% 3 nM vasopressin;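 active means activation above the mean activation of all tested compounds plus 3 SD, per screening run, cut at about 20% in these data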;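 further: signal is peak over basal fluorescence ratio across a 100 second FLIPR read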
TAAR1 antagonist = antagonists of human TAAR1; CHO RD-HGA16 TAAR1, Fluo-8 calcium fluorescence, antagonist; Q96RJ0; inhibition, % at 3 µM; actives 1.5% (n = 360,000);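 active means inhibition above a per-plate cutoff, the mean inhibition of test compounds on that plate plus 3 SD, cut at about 49% in these data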;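 further: 0% = DMSO plus EC80 beta-PEA response and 100% = DMSO alone without agonist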
Target sequence (Q96RJ0 whole entry, looked up): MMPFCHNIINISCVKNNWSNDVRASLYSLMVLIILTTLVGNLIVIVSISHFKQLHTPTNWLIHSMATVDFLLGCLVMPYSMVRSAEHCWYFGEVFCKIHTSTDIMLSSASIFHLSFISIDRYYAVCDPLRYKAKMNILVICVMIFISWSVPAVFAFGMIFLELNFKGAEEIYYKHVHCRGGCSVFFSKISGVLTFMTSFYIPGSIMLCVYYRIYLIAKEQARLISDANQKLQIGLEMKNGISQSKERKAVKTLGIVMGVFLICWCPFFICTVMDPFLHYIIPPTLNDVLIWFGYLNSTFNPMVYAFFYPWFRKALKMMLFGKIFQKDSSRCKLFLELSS
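Test system: hTAAR1-expressing CHO RD-HGA16 cells, Gα16-coupled; Probe or stimulus: EC80 β-phenethylamine stimulus; Compound dosing: single nominal final test compound concentration of 3 µM; Timing: 140 s kinetic read after compound, 140 s after agonist; Signal: Fluo-8 calcium-sensitive fluorescence; Measure: % inhibition of agonist calcium response; Controls: DMSO and EC80 PEA controls.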
OXTR agonist = activates the human oxytocin receptor; P30559; CHO-OTR cells, Fluo-8 calcium fluorescence; normalized: DMSO 0%, oxytocin 100%; activation, % at 3 µM; actives 0.32% (n = 320,000); AID 2435;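 active means activation above the mean of all tested compounds plus 3 SD, cutoff set per screening run, cut at about 20% in these data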;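 further: peak over basal fluorescence ratio from a 100 s FLIPR kinetic read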
Target sequence (P30559 whole entry, looked up): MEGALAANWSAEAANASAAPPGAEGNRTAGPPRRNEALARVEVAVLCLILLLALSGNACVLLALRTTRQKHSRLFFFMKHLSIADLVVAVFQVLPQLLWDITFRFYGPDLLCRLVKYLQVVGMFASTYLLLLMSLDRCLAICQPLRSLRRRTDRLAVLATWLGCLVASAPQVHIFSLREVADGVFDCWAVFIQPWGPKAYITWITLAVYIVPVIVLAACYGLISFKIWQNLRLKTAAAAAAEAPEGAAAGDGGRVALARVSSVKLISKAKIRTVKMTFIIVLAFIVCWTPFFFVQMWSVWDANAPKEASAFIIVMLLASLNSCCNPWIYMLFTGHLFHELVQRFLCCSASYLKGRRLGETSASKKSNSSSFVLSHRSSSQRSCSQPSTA
M1 ag = agonists of human M1 muscarinic receptor. actives 0.33% (n = 360,000). activation, % at 3 µM. CHO-K1 hM1, Fluo-8 calcium fluorescence, agonist mode; 0% DMSO, 100% acetylcholine EC100. P11229;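 active means activation above the run's mean compound activation plus 3 SD, cut at about 16% in these data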;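 further: peak over basal fluorescence ratio within a 140 s kinetic read after compound addition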
TAAR1 ag = human TAAR1 agonism; CHO RD-HGA16 TAAR1, Fluo-8 calcium fluorescence; vehicle wells 0%, saturating PEA agonist 100%; activation, % at 3 µM; actives 0.99% (n = 360,000);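 active means activation above the mean activation of all test compounds in the run plus 3 SD, cut at about 38% in these data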
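Signal – calcium-sensitive Fluo-8 signal, excitation 470-495, emission 515-575 nm · System – RD-HGA16 (CHO) cells co-expressing Gα16 and hTAAR1 · Incubation – 17-24 h seeding, 75 min 37 °C dye, 30 min RT · Compound dosing – 3 µM single concentration · Repeats – no replicates (n 1)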
CHO parental Ca = signal in parental CHO cells, OX1R antagonist counter-screen; parental CHO-K1, ATP-induced calcium, Fluo-8 fluorescence; inhibition, % at 5.6 µM; actives 0.63% (n = 330,000);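 active means inhibition above that plate's mean sample inhibition plus 3 SD, cut at about 26% in these data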;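 further: 0% = ATP-challenged DMSO wells and 100% = DMSO wells without ATP; some compounds past the cut are filed as inactive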
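Material: Parental CHO cells | Reagent: ATP | Compound dosing: Single nominal dose of 5.6 µM per compound | Detection: Intracellular calcium via Fluo-8 no-wash fluorescent dye | Read-out: % inhibition of ATP-induced calcium mobilization | Benchmarks: Low control ATP plus DMSO, high control DMSO only | Replicates: Singlicate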
OXTR potentiator = human OXTR potentiation | activation, % at 3 µM | CHO-OTR cells, Fluo-8 calcium fluorescence, potentiator mode; 0% = oxytocin EC15, 100% = EC100 | actives 0.061% (n = 320,000);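 active means activation above that plate's cutoff, the mean activation of tested compounds plus 3 SD, cut at about 6.6% in these data, passing the limit was not always enough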;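 further: 100% uses oxytocin at 75 nM as the full agonist control; some results filed as inactive read as strong as hits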
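System: human OTR in CHO cells / Also added: sub-maximal oxytocin, roughly EC15 / Control set: EC15 oxytocin low, 75 nM oxytocin high / Schedule: 6 min compound pre-incubation at room temperature, 100 s kinetic read / Compound: single-point 3.0 µM / Replication: singlicate / Technique: Fluo-8 calcium dye fluorescence / Read-out basis: % activation of max/min ratio relative to oxytocin controls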
M1 antag = blocks human M1 muscarinic receptor. P11229. CHO-K1 hM1, Fluo-8 calcium fluorescence, ACh EC80 antagonist. inhibition, % at 3 µM. actives 1.3% (n = 360,000). AID 588852;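 active means percent inhibition above its own plate's cutoff, namely the mean of that plate's compound wells plus 3 SD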;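 further: peak over basal fluorescence ratio during 140 s after agonist addition; 0% = ACh EC80 plus DMSO and 100% = DMSO alone without agonist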
Numbers without * were called inactive; . = no result given.

SMILES | CHRM1 PAM | V1aR counter | TAAR1 antagonist | OXTR agonist | M1 ag | TAAR1 ag | CHO parental Ca | OXTR potentiator | M1 antag
Cc1ccccc1Cn1cc(/C=N/n2cnnc2)c2ccccc21 | -4 | 0.4 | -21 | -0.4 | -3 | 10 | -15 | -19 | -18
O=C1c2ccc(-c3nc4ccccc4o3)cc2C(=O)N1Cc1ccccc1 | 7 | . | 4 | . | 2 | 29 | . | . | 4
COc1ccccc1CN(C)c1nnnn1-c1ccccc1 | -1 | -0.3 | 7 | -0.3 | -5 | 0 | -16 | -2 | 9
Cc1cccc(C(=O)N=C2SC3CS(=O)(=O)CC3N2c2ccccc2)c1 (stereo not drawn) | -1 | . | -22 | . | -1 | 5 | . | . | -1
FC(F)(F)c1cnc(N/N=C/c2ccncc2)c(Cl)c1 | 4 | 0.1 | 1 | -1.9 | -4 | -1 | -21 | 1 | 6
CCCn1c(O)c(N=NC(=O)c2ccco2)c2ccccc21 | -2 | 2.5 | 7 | 0.7 | -5 | 8 | -27 | -10 | 4
CCCCC1CCC(c2nc(-c3cccnc3)no2)CC1 (stereo not drawn) | 0 | 0.3 | -11 | 0.7 | -1 | 9 | -4 | -3 | -22
Cc1cccc(CCNC(=O)C2CCN(S(=O)(=O)c3cccc4nsnc34)CC2)c1 | 0 | 1.7 | 4 | 1.0 | -4 | 14 | -21 | 0 | -17
Cc1ccc(O)c(NC(=O)c2cccc(S(=O)(=O)N3CCCCC3)c2)c1 | 0 | 3.1 | 18 | 5.0 | 0 | 5 | -22 | -8 | -11
O=[N+]([O-])c1cccc(/C=N/NC2=NCCCCC2)c1 | -4 | 0.9 | -11 | 0.1 | -9 | 9 | -9 | -2 | 0
CC(OC(=O)Cn1cnc2ccccc2c1=O)C(=O)N(C)c1ccccc1 (stereo not drawn) | 6 | -0.2 | -19 | 0.4 | -3 | 1 | 2 | -13 | -3
Nc1ccc(Cc2ccc([N+](=O)[O-])cc2)cc1 | 7 | . | -17 | . | 1 | 1 | . | . | -11
O=C(N/N=C/C=C/c1ccco1)c1ccccc1Cl | 16 | -0.2 | 0 | -1.3 | 6 | 1 | -13 | -17 | -18
COc1ccc(/C=N/N2CCN(C)CC2)cc1O | 7 | -0.7 | -9 | -0.2 | -3 | 2 | -3 | 0 | -4
COc1ccc(NC(=O)COC(=O)COc2cccc3c2OC(C)(C)C3)cc1 | 1 | 0.7 | -20 | -1.8 | -1 | -1 | -6 | -9 | 1
Cc1ccc2c(c1)COc1c3ccc(C(=O)NCCO)cc3nn1-2 | 3 | -0.2 | -7 | -0.7 | -4 | 5 | 1 | -1 | 1
Cc1cccc(N2CCC(NCc3c(C(=O)N4CCCCC4)nc4c(C)cccn34)CC2)c1 | 1 | -1.3 | 19 | -1.8 | -13 | 3 | -11 | 6 | -14
CCC(=O)NC(=S)NNC(=O)c1ccc(O)cc1 | -2 | 1.8 | -11 | -0.6 | -4 | 4 | 8 | -13 | 8
COc1ccc(N(CC(=O)Nc2cccnc2)S(C)(=O)=O)cc1 | 12 | 1.5 | -16 | 1.9 | -4 | 2 | 6 | 3 | -9
CC(C)N1CC(C(=O)Nc2cc(Cl)cc(Cl)c2)CC1=O (stereo not drawn) | 1 | 3.3 | 7 | 4.0 | -2 | 3 | -4 | -9 | -1
O=C(c1cc(-c2cccs2)nc2ccccc12)N1CCN(S(=O)(=O)c2cccc(F)c2)CC1 | 3 | -0.1 | 52* | 1.5 | 2 | 15 | -10 | -5 | 5
Brc1cnc(N2CCCC2)nc1N1CCOCC1 | -2 | -0.6 | 4 | -1.7 | -4 | 2 | -12 | 0 | 3
COc1ccc(C(=O)N/C(=C\c2ccc(OC)c(OC)c2)C(=O)N2CCCCC2)cc1 | 8 | 1.6 | -2 | 0.1 | -3 | 4 | -14 | -9 | -2
Clc1cccc(N/N=C(\Cc2nc3ccccc3[nH]2)c2ccccc2)c1 | -6 | -1.7 | 3 | -1.5 | -4 | 2 | -15 | -9 | 19
CC(C)c1ccc(CC(=O)N2CCC2(C)C(=O)NS(=O)(=O)c2cccc(OC(F)F)c2)cc1 (stereo not drawn) | 8 | . | 12 | . | -3 | 0 | . | . | -10
Cc1cc(C)cc(OCC(=O)Nc2nc3ccc([N+](=O)[O-])cc3s2)c1 | 8 | 0.1 | -11 | -0.1 | 0 | 10 | -6 | -4 | 8
O=C(NCc1ccccc1)c1ccc2c(=O)n(CC3CCCO3)c(=S)[nH]c2c1 (stereo not drawn) | 6 | 0.9 | -3 | 0.4 | -1 | 2 | -17 | 1 | 0
CCSc1nnc2ccc(-c3ccc(OC)c(OC)c3)nn12 | 9 | -1.2 | -25 | -2.3 | -4 | -1 | -8 | -4 | -20
Cc1ccc2c(=O)n3c(nc2c1)C(CC(C)C)NC(=O)c1ccc(Cl)cc1-3 (stereo not drawn) | . | -1.4 | 5 | -1.8 | . | 9 | -15 | -4 | .
O=C(CCNS(=O)(=O)c1ccc(Br)s1)NCc1ccc2c(c1)OCO2 | -2 | 0.9 | -3 | -0.8 | -4 | 3 | -8 | -3 | 1
CCOC(=O)c1c(S(=O)(=O)NCC(=O)Nc2cccc(C)n2)c(C)n(C)c1C | 3 | -0.3 | -7 | -1.4 | -4 | 3 | -23 | -4 | 5
O=C(Cn1c(=O)n(CCCC(=O)NC2CCCC2)c(=O)c2ccccc21)NCCC1=CCCCC1 | 7 | 0.8 | -5 | -0.5 | -2 | 3 | -2 | -7 | -33
Cc1cccc([N+](=O)[O-])c1C(=O)O | 4 | 0.7 | -9 | 0.8 | -3 | 7 | -4 | -3 | -10
Cc1noc(C)c1COC(=O)CCC(=O)c1ccc(F)cc1 | 2 | 0.8 | 4 | -0.8 | -4 | -1 | -9 | -1 | -18
CCCN(CCC)C(=O)Cn1c(=O)n(CCCCC(=O)NCc2ccco2)c(=O)c2ccccc21 | -2 | -1.0 | -1 | -1.1 | -8 | -2 | -15 | -8 | -8
Cc1ccc(C)c(NC(=O)CN(C)C(=O)C2CCN(C(=O)Nc3ccccc3)CC2)c1 | 5 | 0.1 | -5 | -0.8 | -1 | 0 | -23 | -1 | -16
CC(C)C(NC(=O)Cc1ccccc1)C(=O)N1CCN(c2cccc(Cl)c2)CC1 (stereo not drawn) | -13 | 9.1 | 35 | 11 | -2 | 4 | 5 | -11 | 16
O=C(O)CCC(=O)N1CCN(c2nc3ccccc3s2)CC1 | 7 | -0.3 | 19 | 0.0 | -5 | 19 | 4 | -13 | -17
CCNC(=O)c1ccc(NC(=O)CC2SC(N3CCCC3)=NC2=O)cc1 (stereo not drawn) | 28* | 1.0 | -25 | 0.3 | 3 | -1 | 8 | 4 | -25
CCCC(=O)N1CCCC(c2nc(-c3cccc(OC)c3)no2)C1 (stereo not drawn) | 1 | -0.8 | -22 | -2.1 | -3 | 4 | -11 | -2 | 2
COc1cc(-c2[nH]nc3c2C(c2ccco2)C(C#N)=C(N)O3)cc(OC)c1OC (stereo not drawn) | 0 | 0.5 | 46 | 1.0 | -4 | 22 | -9 | -10 | -5
O=C(NC1CCCC1)c1ccc(Cl)c(S(=O)(=O)N2CCOCC2)c1 | 3 | 0.8 | 4 | 0.6 | -5 | -3 | -21 | -7 | -7
CC(=O)Oc1c(-c2ccco2)oc2ccccc2c1=O | 6 | 3.3 | -5 | 3.1 | -3 | 0 | -1 | 4 | -7
O=C(O)CC1(CC(=O)Nc2cccc(C(F)(F)F)c2)CCCC1 | 16 | -0.7 | -36 | 0.5 | -1 | 3 | -4 | -3 | -10
C=CCN(CC=C)CCCOc1ccc(C)cc1OC | 6 | -1.1 | 4 | -0.6 | -11 | 5 | -6 | -8 | -4
COC(=O)Cn1cnc2sc(C)c(S(=O)(=O)N3CCN(c4ccccc4OC)CC3)c2c1=O | -5 | 0.2 | 16 | -1.1 | 0 | 22 | -27 | -10 | 9
CSc1ccc(C(=O)C2CCCN(C(=O)c3cc4cc(F)ccc4[nH]3)C2)cc1 (stereo not drawn) | -13 | 1.1 | 23 | -1.5 | -5 | 1 | -24 | -10 | 4
NC(=O)/C(N=Nc1ccccc1)=N/Nc1ccccc1 | 5 | -0.4 | -17 | -1.5 | -2 | 5 | -4 | -3 | -16
O=C(Nc1ccc2nn(-c3ccccc3)nc2c1)c1ccc(Br)o1 | 6 | 0.2 | 26 | 0.5 | -2 | 3 | -17 | -6 | -9
COc1ccc(/C=N/c2c(-c3ccco3)nc3ccccn23)cc1OC | 16 | -0.2 | 14 | 2.3 | -3 | 1 | -1 | 1 | -12

Carrying on.
SMILES | CHRM1 PAM | V1aR counter | TAAR1 antagonist | OXTR agonist | M1 ag | TAAR1 ag | CHO parental Ca | OXTR potentiator | M1 antag
COc1cc(CNCc2ccncc2)ccc1OCC(N)=O | 4 | . | -4 | . | -5 | -1 | . | . | -13
CSCCC1(C(=O)O)NC(c2ccccc2O)C2C(=O)N(C(C)C)C(=O)C21 (stereo not drawn) | 9 | -0.1 | -4 | 0.9 | -1 | 1 | 6 | 4 | -2
CCCCC1(C)OC(=O)C(=Cc2ccc(N(CC)CC)cc2)C(=O)O1 (stereo not drawn) | -1 | 0.2 | 19 | 0.1 | 1 | 46* | 4 | -14 | 10
Cc1ccc(CNC(=O)CCNC(=O)N2CCn3c2nc2ccccc23)cc1 | 5 | 0.0 | -10 | -0.7 | -3 | 2 | -14 | -1 | -3
CCCCNC(=O)c1cc2cccc([N+](=O)[O-])c2[nH]1 | -6 | -1.7 | -14 | -2.7 | -4 | -1 | -25 | -3 | 17
Cc1cc(NS(=O)(=O)c2ccc(NC(=S)NC(=O)c3ccc(F)cc3Cl)cc2)no1 | 13 | 0.9 | -3 | -1.3 | -4 | -1 | -1 | -10 | -10

Part of the list above in order of formula weight, smallest number first.
SMILES | CHRM1 PAM | V1aR counter | TAAR1 antagonist | OXTR agonist | M1 ag | TAAR1 ag | CHO parental Ca | OXTR potentiator | M1 antag
CCCCNC(=O)c1cc2cccc([N+](=O)[O-])c2[nH]1 | -6 | -1.7 | -14 | -2.7 | -4 | -1 | -25 | -3 | 17
CCCCC1(C)OC(=O)C(=Cc2ccc(N(CC)CC)cc2)C(=O)O1 (stereo not drawn) | -1 | 0.2 | 19 | 0.1 | 1 | 46* | 4 | -14 | 10
COc1ccc(/C=N/c2c(-c3ccco3)nc3ccccn23)cc1OC | 16 | -0.2 | 14 | 2.3 | -3 | 1 | -1 | 1 | -12
Cc1cc(NS(=O)(=O)c2ccc(NC(=S)NC(=O)c3ccc(F)cc3Cl)cc2)no1 | 13 | 0.9 | -3 | -1.3 | -4 | -1 | -1 | -10 | -10
